Source: PubChem BioAssay
L3MBTL1 inh = blocks human L3MBTL1 | AID 485360 | 0.66% of 230,000 active | Potency, µM (top dose mostly 57.1 µM), inactives show at the top dose activity, negative = inhibition, hits mostly inhibitors | AlphaScreen L3MBTL1–H3K9me1 peptide binding | Q9Y468; active means well fitted inhibition curve with a large enough effect; inconclusive means small, poorly fitted or top-dose-only effect; inactive means no such curve, though single readings can be large or run the other way; further: nearly all actives have a fitted effect of over 60% in size
Target sequence (Q9Y468 whole entry, looked up): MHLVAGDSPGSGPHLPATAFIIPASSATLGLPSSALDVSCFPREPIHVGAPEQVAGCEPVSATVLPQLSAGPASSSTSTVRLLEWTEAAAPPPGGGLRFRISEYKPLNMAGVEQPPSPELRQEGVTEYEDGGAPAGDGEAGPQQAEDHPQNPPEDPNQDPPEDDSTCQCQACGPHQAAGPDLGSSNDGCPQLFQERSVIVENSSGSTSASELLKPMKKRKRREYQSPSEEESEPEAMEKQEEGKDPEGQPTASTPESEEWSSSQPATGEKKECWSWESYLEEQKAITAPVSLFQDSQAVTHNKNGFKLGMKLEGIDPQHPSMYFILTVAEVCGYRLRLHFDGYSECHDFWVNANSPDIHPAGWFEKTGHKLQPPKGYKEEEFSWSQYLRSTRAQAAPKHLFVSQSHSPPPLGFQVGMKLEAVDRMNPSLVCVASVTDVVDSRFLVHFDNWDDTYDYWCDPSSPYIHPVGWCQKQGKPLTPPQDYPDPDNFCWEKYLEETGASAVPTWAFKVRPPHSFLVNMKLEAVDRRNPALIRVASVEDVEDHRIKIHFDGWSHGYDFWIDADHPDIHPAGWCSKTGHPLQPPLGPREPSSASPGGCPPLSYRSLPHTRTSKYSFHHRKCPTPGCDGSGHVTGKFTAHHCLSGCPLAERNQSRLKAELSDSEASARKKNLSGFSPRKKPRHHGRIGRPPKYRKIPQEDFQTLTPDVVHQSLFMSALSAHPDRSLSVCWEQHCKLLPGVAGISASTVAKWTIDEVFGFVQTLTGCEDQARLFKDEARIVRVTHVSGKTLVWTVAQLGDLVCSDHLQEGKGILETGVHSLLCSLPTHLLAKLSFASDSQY
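AlphaScreen assay: L3MBTL1 (50 nM final) was preincubated 30 min at room temperature with biotinylated H3(1-15)K9me1 peptide (75 nM final), then 30 min with library compounds; streptavidin donor and nickel chelate acceptor beads (10 ug/mL final) added, 30 min dark.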
Active calls of the source: *; ? = inconclusive; & = joins results of further samples; [ ] = remark or other dose. On the % scale 0 is the no-effect control and ±100 the full control effect; potency means the concentration at half of the fitted maximal effect.

SMILES	L3MBTL1 inh
CCOc1ccc(S(=O)(=O)N2CCC(C(=O)OCc3ccc(OC)cc3)CC2)cc1	-1.1%
NC(=O)N=Nc1c(O)n(Cc2ccccc2)c2ccc(Br)cc12	-9.6%
Nn1c(SCC(=O)Nc2ccc(N3CCOCC3)cc2)nnc1C1CC1	5.1%
COc1cccc(CC(=O)OCC(=O)NC(Cc2ccccc2)C(C)=O)c1 (configuration not stated)	8.6%
Clc1nssc1=Nc1nncs1	-2.6%
COc1ccc(NC(=O)c2ccco2)c2ccccc12	-1.9%
O=C(C[C@H]1C/C=C\C[C@H](Cc2ccc(F)cc2)C(=O)O[C@@H](c2ccccc2)CNC1=O)N[C@@H](CO)Cc1ccccc1	-8.2%
O=C(Nc1cc(Cl)ccc1-n1cncn1)C1CC1	-2.2%
CCn1c(N2CCN(S(=O)(=O)c3ccccc3)CC2)nc2ccccc21	5.6%
CCC(C)(C)NC(=O)CN(C(=O)CCC(=O)Nc1nccs1)c1ccccc1C	1.0%
CC(=O)N1CCN(CC(=O)Nc2cc(F)ccc2C)CC1	-0.2%
CCCCn1c(SC(C)C(=O)NCC2CCCO2)nc2cc(C(=O)OC)ccc2c1=O (configuration not stated)	5.2%
Cc1ccc(NS(=O)(=O)c2cccc(C(=O)NCC3CCCO3)c2)cc1 (configuration not stated)	4.7%
O=C(COC(=O)Cc1cccc(C(F)(F)F)c1)NC(=O)NC1CCCC1	3.6%
COc1ccc(C(=O)NC2CCSc3ccccc32)cc1S(=O)(=O)N1CCOCC1 (configuration not stated)	0.8%
CC1(C)CC(NC(=O)c2cc(Cl)ccc2Cl)CC(C)(C)N1	-5.3%
COc1ccc(C(=O)NC(=O)COC(=O)C2CC2C)cc1 (configuration not stated)	3.6%
Cc1cc(C(=O)OCC(=O)N2CCC(c3ccccc3)=N2)ccc1[N+](=O)[O-]	-2.0%
Cc1nc(Nc2ccc(Cl)cc2)c(C#N)c(=O)[nH]1	-0.3%
Cc1ccc(S(=O)(=O)Nc2cccc(C(=O)NCC3(N4CCCCC4)CCCCC3)c2)cc1F	1.9%
CC1(c2ccccc2)CC(C)(C)N(C(N)=O)c2ccccc21 (configuration not stated)	-1.9%
CC(=O)Nc1ccc(NC(=O)C(C)Sc2nc3ccccc3c(=O)n2Cc2ccco2)cc1 (configuration not stated)	-3.1%
O=C1CC(N2CCN(c3ccc(F)cc3)CC2)C(=O)N1Cc1ccccc1 (configuration not stated)	2.8%
COc1ccc([C@H]2CC(=O)C=C(c3ccc(Oc4ccccc4)cc3)C2)cc1OC	-17.7%
Cc1c(C(=O)N(CCO)Cc2ccccc2)oc2c(F)cccc12	0.6%
CCN1C(=O)[C@@H]2[C@@H](c3ccc(-c4ccc(F)cc4)cc3)N3CCCC[C@@]3(C(=O)OC)[C@@H]2C1=O	-4.2%
COc1cc(CNCCCN2CCOCC2)c(Br)cc1OC(C)C	5.7%
CCc1c(C)nc2c(-c3ccccc3)c(C)[nH]n2c1=O	9.1%
CC(C)C[C@H]1CN=C(Nc2ccccc2)N1CCCC1CCCC1	2.6%
CCCCn1c(N)c(N(CC(C)C)C(=O)c2cc(C)nc3ccccc23)c(=O)[nH]c1=O	-2.1%
CC(C)(C)OC(=O)C[C@@H]1C/C=C\C[C@@H](CC(=O)N[C@H](CO)Cc2ccccc2)C(=O)N2CCC[C@H]2COC1=O	-5.5%
CCN(CC)S(=O)(=O)c1ccc(OC(C)C)c(NC(=O)C2=COCCO2)c1	4.9%
Cc1ccc(-c2nn(Cc3ccccc3)cc2C(=O)NCC2CCCO2)cc1 (configuration not stated)	3.5%
N#CC1=C(N)Oc2cc(N)ccc2C1c1ccccc1Cl (configuration not stated)	2.1%
CC(=O)c1c(C)[nH]c(C(=O)COC(=O)c2cc(C)oc2C)c1C	-14.7%
Cn1c(=O)c2c([nH]c(=S)n2Cc2ccc(Cl)cc2)n(C)c1=O	-3.5%
CCN(CC(=O)N1CCOCC1)S(=O)(=O)c1ccc2ccccc2c1	7.1%
CCOC(=O)C1CCCCN1Cc1cccc(Oc2ccccc2)c1 (configuration not stated)	25.8%
Cc1ccccc1OCc1nnc(SCC(=O)O)n1-c1cccc(Cl)c1	-0.6%
CCOC(=O)[C@H]1[C@H]2COc3ccc(Cl)cc3[C@@H]2N2C(=O)CN(Cc3ccc(F)cc3)C(=O)[C@@]12C	-6.6%
O=C(COC(=O)c1cccc([N+](=O)[O-])c1)NNC(=O)c1cccs1	0.9%
COc1ccc(NC(=O)CSCC(=O)N(C)CC(=O)Nc2ccc(Cl)c(C(F)(F)F)c2)cc1	?
O=C(NC1CCCCC1)c1ccc(-c2ccccc2F)o1	-4.9%
COc1cccc(C(=O)NCCS(=O)(=O)N2CCCCCC2)c1	9.0%
Cc1ccc(S(=O)(=O)CCC(=O)Nc2nnc(-c3ccc(F)cc3)o2)cc1	4.8%
CCOc1ncccc1C(=O)Nc1ccc2c(c1)OCCO2	-3.2%
CCN1CCN(c2ccc(S(=O)(=O)N3CCOCC3)cc2NC(=O)CC(C)C)CC1	3.9%
O=C(COC(=O)COc1cccc(Br)c1)NCc1ccc2c(c1)OCO2	-2.4%
Cc1cc(C)cc(OCC(=O)OCC(=O)NC2CCCC2)c1	-8.2%
Cc1ccccc1NC(=O)Cc1nc(COC(=O)c2ccc(NC(N)=O)cc2)cs1	-8.9%
COc1ccc(C)cc1NC(=O)CSc1nc2ccccc2nc1N1CC(C)OC(C)C1 (configuration not stated)	0.4%
O=C(COC(=O)/C=C/c1cccc(Cl)c1Cl)Nc1ccc2[nH]c(=O)[nH]c2c1	4.8%
N#Cc1ccccc1OCC(=O)OCC(=O)NC1CCCCC1	5.2%
O=S(=O)(c1ccccc1F)N1CCc2ccccc2C1	55.6%[activator]
O=C(OCc1nnc(-c2ccccc2)o1)c1cc(=O)[nH]c2ccccc12	5.3%
C=CC[C@H](CC(=O)NCCO)C(=O)N[C@@H](C)COC(=O)[C@@H](CC=C)CC(=O)OC(C)(C)C	3.5%
CC(OC(=O)c1nc(Cl)ccc1Cl)C(=O)NC1CCCCC1C (configuration not stated)	0.8%
COc1ccc(Cl)cc1NS(=O)(=O)c1cccc(C(=O)NCC(C)(C)N2CCOCC2)c1	3.4%
COc1ccc(-c2cc(=O)oc3cc(OC(C)C(=O)NCCCn4ccnc4)ccc23)cc1 (configuration not stated)	-10.1%
OCc1nc2ccccc2n1Cc1ccc(Cl)cc1	12.5%

(more compounds)
SMILES	L3MBTL1 inh
C[C@H]1CN=C(Nc2ccccc2)N1CC1CCCCCC1	9.4%
COc1ccccc1CNC(=O)COC(=O)c1ccc(N2CCCC2=O)cc1	-2.9%
Cc1ccc(C(=O)NCC(=O)NCC(c2cccs2)N2CCOCC2)cc1C (configuration not stated)	-1.3%
Cc1cccc(C)c1NC(=O)CSc1ncnc2[nH]ncc12	-0.4%
Cc1ccc(S(=O)(=O)N2CCOCC2)cc1NC(=O)c1cc([N+](=O)[O-])ccc1N1CCOCC1	-3.6%
O=C1C=C(c2cccc(Cl)c2)C[C@@H](c2ccc(F)cc2)C1	18.9%
CCN(CC(=O)Nc1cc(Cl)ccc1C)C(=O)CCOc1ccc(C)cc1	0.1%
NC(=O)c1c(NC(=O)c2ccc(N3C(=O)CCC3=O)cc2)sc2c1CCCC2	-2.5%
NC(=O)C1CCN(c2oc(-c3cccs3)nc2S(=O)(=O)c2ccc(Br)cc2)CC1	11.2%
COc1ccc(-c2cc(C(=O)NNC(=O)c3csc(N4CCOCC4)n3)c3ccccc3n2)cc1	4.4%
COc1cc(C)c(NC(=O)COc2cccc3c2OC(C)(C)C3)cc1OC	-4.2%
CCN(CC)C(=O)[C@H]1C[C@H](CC(=O)NCc2cccc(C(F)(F)F)c2)C(=O)N2CCc3c([nH]c4ccc(Cl)cc34)[C@]12C	-8.6%
COc1ccc(C(=O)NCc2ccco2)cc1S(=O)(=O)NC1CC1	-4.6%
NC(=O)c1ccc(SCC(=O)OCC(=O)NCC2CCCCC2)c([N+](=O)[O-])c1	4.8%
Cc1cccc(C(=O)Nc2cccc3c2CCCC3)c1	-0.5%
COCCCN(C(=O)C1CCC1)c1c(N)n(Cc2ccccc2)c(=O)[nH]c1=O	0.1%
CCN1C(=O)[C@@H]2[C@@H](c3ccc(-c4ccc(OC)cc4)c(OC)c3)N3CCC[C@@]3(C(=O)OC)[C@@H]2C1=O	-5.9%
CCN(CC(=O)NC1CCS(=O)(=O)C1)S(=O)(=O)c1cc([N+](=O)[O-])ccc1C (configuration not stated)	4.5%
CN1CCC(=O)N([C@H](CN=[N+]=[N-])Cc2ccccc2)CC1	4.1%
O=C(CCC(=O)N1CCN(c2ccccn2)CC1)c1cccs1	-4.6%
O=C(CC(=O)c1ccccc1)Nc1ccccn1	-1.5%
O=C(CN1CCN(c2ccccc2O)CC1)Nc1ccccc1C(=O)NCCc1ccccc1	-9.9%
O=c1c2ccccc2oc2cc(-c3ccc4cc[nH]c4c3)ccc12	-0.3%
COc1cccc(N2CC(NC(=O)C(=O)c3c[nH]c4ccccc34)CC2=O)c1 (configuration not stated)	-4.0%
Cc1cc(Cl)ccc1OC(C)C(=O)OCC(=O)c1ccc[nH]1 (configuration not stated)	7.1%
Clc1ccccc1-c1ncc(-c2ccccc2)o1	20.7%
Cc1ccc(C(CC(=O)O)NC(=O)CCNC(=O)c2ccco2)cc1 (configuration not stated)	-11.8%
O=C(OCc1nnc(-c2ccc([N+](=O)[O-])cc2)o1)c1ccc(F)c(S(=O)(=O)N2CCOCC2)c1	-5.5%
COc1ccc(C2=CC(=O)C[C@H](c3ccc(F)cc3)C2)cc1F	-10.3%
COc1cc(/C=C/C(=O)OCC(=O)N2CCC(C)CC2)ccc1OCC#N	-0.2%
CCOC(=O)c1nn(-c2ccccc2)c(=O)cc1OCC(=O)Nc1cccc(OC)c1	7.3%
Cc1ccc(S(=O)(=O)N2CCCCC2CCNC(=O)C(=O)NCc2ccco2)cc1 (configuration not stated)	-23.9%
COc1ccc(S(=O)(=O)Nc2cccc3c2O[C@H](CN(C)C)[C@@H](C)CN([C@H](C)CO)C3=O)cc1	8.8%
O=C(c1ccco1)N1CCN(S(=O)(=O)c2cc(Cl)ccc2Cl)CC1	-3.6%
Cc1cccc(NC(=O)CN2CCN(C(=O)C(C)Oc3ccc(C#N)cc3)CC2)c1C (configuration not stated)	4.8%
CCOC(=O)NN=C1c2ccccc2-c2ccccc21	4.4%
CN(C)S(=O)(=O)c1ccc(N2CCCC2)c(C(=O)Nc2ccc(C(N)=O)cc2)c1	7.7%
Cc1ccc2nc(NCCNC(=O)c3ccccc3)c(C#N)cc2c1	8.2%
NC(=O)C1CCN(c2nc(-c3cccc(N)c3)cs2)CC1	-5.8%&-2.3%
CCOc1ccc(N=Nc2c(C)[nH]n(-c3ccccc3)c2=O)cc1	-9.1%[2.29 µM]
COc1ccc(S(=O)(=O)N2CCCCC2)cc1NC(=O)COc1ccccc1	3.2%
COCCNC(=O)c1cccc(OC2CCN(Cc3ccccc3OCCO)CC2)c1	-1.1%
O=C(COC(=O)/C=C/c1ccc(F)cc1)NC1CCCC1	-1.1%
CCCSc1ccc([C@@H]2[C@@H]3C(=O)N(C)C(=O)[C@@H]3[C@]3(C(=O)OC)CCCCN23)cc1OC	-1.7%
Cc1cc(C)cc(NC(=O)c2sc3nc(C)cc(C)c3c2N)c1	6.8%

In the list so far, these contain a nitro group on carbon:
SMILES	L3MBTL1 inh
Cc1cc(C(=O)OCC(=O)N2CCC(c3ccccc3)=N2)ccc1[N+](=O)[O-]	-2.0%
O=C(COC(=O)c1cccc([N+](=O)[O-])c1)NNC(=O)c1cccs1	0.9%
Cc1ccc(S(=O)(=O)N2CCOCC2)cc1NC(=O)c1cc([N+](=O)[O-])ccc1N1CCOCC1	-3.6%
NC(=O)c1ccc(SCC(=O)OCC(=O)NCC2CCCCC2)c([N+](=O)[O-])c1	4.8%
CCN(CC(=O)NC1CCS(=O)(=O)C1)S(=O)(=O)c1cc([N+](=O)[O-])ccc1C (configuration not stated)	4.5%
O=C(OCc1nnc(-c2ccc([N+](=O)[O-])cc2)o1)c1ccc(F)c(S(=O)(=O)N2CCOCC2)c1	-5.5%

Remaining list, next part
SMILES	L3MBTL1 inh
CCN(Cc1ccc(C#CCCO)cc1)CC1CCCN(CCc2cccc(F)c2)C1 (configuration not stated)	34.4%[activator]
O=C(CSc1nnc(NC2CCCCC2)s1)N1CCOCC1	5.2%
CC(NC(=O)c1ccccc1)C(=O)NC1CCCc2ccccc21 (configuration not stated)	-0.2%
Cc1ccc(S(=O)(=O)N2CCN(CC(=O)Nc3ccccc3C(=O)NC3CC3)CC2)cc1	-3.7%
COc1ccccc1C(=O)NC(=O)COC(=O)c1ccco1	-5.3%
O=C(COC(=O)c1c[nH]c2ccccc12)NC1CCCC1	3.5%
CCCn1c(N)c(C(=O)CSc2nnc(C3CC3)n2-c2ccccc2)c(=O)[nH]c1=O	1.2%
COc1ccc(NC(=O)CSc2nc(=O)n(CCN3CCOCC3)c3c2CCC3)cc1	4.5%
COc1ccc(NC(=O)Cn2c(=O)cnc3ccccc32)cc1S(=O)(=O)N1CCCCC1	-6.6%
Cc1ccc(C)c(NC(=O)CN(C)C(=O)CSCc2c(C)noc2C)c1	6.0%
O=C(CCC(=O)c1ccccc1)Nc1ccc(C(=O)O)cc1	0.9%
CCOC(=O)c1[nH]c(=O)[nH]c1CNc1ccccc1C#N	0.6%
CC1CCCC(C)N1CCCNC(=O)c1ccc2nc(N3CCCCC3)sc2c1 (configuration not stated)	7.1%
COc1ccc([C@H]2CC(=O)C=C(/C=C/c3ccc(C(F)(F)F)cc3)C2)cc1	-2.0%
Cc1ccccc1NC(=O)CN1C(=O)NC2(CCCCCCC2)C1=O	0.6%

Part of the list above in order of number of heavy atoms, ascending:
SMILES	L3MBTL1 inh
O=C(COC(=O)c1c[nH]c2ccccc12)NC1CCCC1	3.5%
Cc1ccccc1NC(=O)CN1C(=O)NC2(CCCCCCC2)C1=O	0.6%
Cc1ccc(S(=O)(=O)N2CCN(CC(=O)Nc3ccccc3C(=O)NC3CC3)CC2)cc1	-3.7%

Only part of the results is shown; rates above refer to the full screens.
